G9a inh = G9a (human) methyltransferase inhibition | Q96KQ7 | G9a H3K9 monomethylation, AlphaScreen, 2 h | Potency, µM (top dose mostly 102 µM), without a hit: top-dose activity, negative = inhibition, actives largely listed as inhibitors | 350,000 compounds, 8.8% hits; note: % is set by controls: 0 for no effect and ±100 for the full control effect; nearly all actives have a fitted effect of over 75% in size
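AlphaScreen detection with an anti-monomethyl H3K9 antibody quantified product after a 2 h room-temperature reaction containing 500 nM biotinylated H3K9 peptide, 20 µM SAM and 20 nM enzyme, which had been preincubated 15 min with compound.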
PGK inhibitor = blocks T. brucei phosphoglycerate kinase; P07378; PGK/GAPDH coupled, Kinase-Glo luminescence, 60 min; Potency, µM (highest dose often 57.5 µM), for the others: at the top dose activity change, negative = inhibition, actives largely listed as inhibitors; 380,000 compounds, 0.043% hits; AID 602233; note: % is set by controls: 0 for no effect and ±100 for the full control effect; nearly all actives have a fitted effect of over 60% in size
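Recombinant glycosomal PGK reaction used 1,3-bisphosphoglycerate generated in-well by GAPDH (100nM final) in 100mM TEA pH 7.6, 5mM MgCl2, 0.01% Tween-20. After 60 minutes at room temperature, ATP was read by Kinase-Glo Plus luminescence end-point.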
Pin1 inh = inhibitors of human Pin1; 390,000 compounds, 0.009% hits; Potency, µM (series often up to 115 µM), for the others: at the highest dose activity, negative = inhibition, actives largely listed as inhibitors; Pin1 FP peptide displacement, HiFluor488, 10 min; active = well fitted inhibition curve with a large enough effect in the polarisation, with a control signal flat, not every such curve was filed as active; inconclusive = small, poorly fitted or top-dose-only effect, or effect the other way, or a change in a side signal; inactive = no such curve, though single readings can be large or run the other way; the % refers to the polarisation; note: % is set by controls: 0 for no effect and ±100 for the full control effect
Target sequence (Q13526 whole entry, looked up): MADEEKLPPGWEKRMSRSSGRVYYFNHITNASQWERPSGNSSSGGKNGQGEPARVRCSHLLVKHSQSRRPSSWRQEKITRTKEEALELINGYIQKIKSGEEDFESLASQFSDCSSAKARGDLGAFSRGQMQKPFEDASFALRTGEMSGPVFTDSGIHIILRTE
JMJD2A Tudor inh = inhibitors of human JMJD2A Tudor domain; Potency, µM (series often up to 114 µM), for inactives: at the top dose activity change, negative = inhibition, hits mostly inhibitors; AlphaScreen JMJD2A-Tudor / H3K4me3 peptide binding; AID 504339; O75164; 390,000 compounds, 4.4% hits; note: % is set by controls: 0 for no effect and ±100 for the full control effect; nearly all actives have a fitted effect of over 50% in size
BAZ2B block = inhibitors of human BAZ2B bromodomain. Q9UIF8. AlphaScreen BAZ2B-H3K14Ac peptide displacement. Potency, µM (highest dose often 114 µM), without a hit: top-dose activity change, negative = inhibition, hits mostly inhibitors. 360,000 compounds, 4.4% hits; note: % is set by controls: 0 for no effect and ±100 for the full control effect; nearly all actives have a fitted effect of over 60% in size
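Multi-concentration screen (max 110 uM) measuring displacement of acetylated histone H3 peptide from BAZ2B by AlphaScreen, using 50 nM protein, 50 nM peptide and 10 ug/mL streptavidin donor plus Ni-chelate acceptor beads.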
Pol iota inh = inhibitors of human DNA polymerase iota | 390,000 compounds, 1% hits | AID 588590 | Potency, µM (series often up to 115 µM), without a hit: top-dose activity, negative = inhibition, usual class: inhibitors | Q9UNA4 | Pol iota fluorescent replication assay, 10 min
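Fluorescent replication assay read twice, at 0 min and 10 min after adding 50 nM (final) substrate. Enzyme (10 nM) and compounds were first incubated 15 min at room temperature; enzyme-free buffer wells were negative controls.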
HP1b chromo inh = blocks HP1-beta chromodomain binding to methylated histone tails; P83916; AlphaScreen HP1-beta / biotin-H3K9me3 peptide binding; Potency, µM (highest dose often 114 µM), for inactives: at the top dose activity change, negative = inhibition, most hits filed as inhibitors; 390,000 compounds, 0.56% hits; AID 540317; note: nearly all actives have a fitted effect of over 70% in size; inactives centre near 23
Target sequence (P83916 whole entry, looked up): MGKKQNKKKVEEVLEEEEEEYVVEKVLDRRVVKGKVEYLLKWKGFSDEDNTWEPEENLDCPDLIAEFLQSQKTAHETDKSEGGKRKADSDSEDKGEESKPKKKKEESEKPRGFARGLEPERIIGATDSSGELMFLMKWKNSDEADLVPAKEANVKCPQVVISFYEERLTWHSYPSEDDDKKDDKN
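AlphaScreen: HP1-beta (50 nM) preformed 30 min with biotin-H3(1-18)K9me3 peptide (50 nM) in PBS pH 7.4, 0.01% Tween-20. Compound added for 30 min at RT, then streptavidin donor/nickel chelate acceptor beads (10 ug/mL) for 30 min.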
GLS inh = glutaminase GLS (human) inhibition. GLS enzymatic activity, qHTS titration. AID 624170. 410,000 compounds, 0.21% hits. Potency, µM (doses to about 45.5 µM), for inactives: top-dose activity change, negative = inhibition, hits mostly inhibitors. O94925; note: % is set by controls: 0 for no effect and ±100 for the full control effect
Target sequence (O94925 whole entry, looked up): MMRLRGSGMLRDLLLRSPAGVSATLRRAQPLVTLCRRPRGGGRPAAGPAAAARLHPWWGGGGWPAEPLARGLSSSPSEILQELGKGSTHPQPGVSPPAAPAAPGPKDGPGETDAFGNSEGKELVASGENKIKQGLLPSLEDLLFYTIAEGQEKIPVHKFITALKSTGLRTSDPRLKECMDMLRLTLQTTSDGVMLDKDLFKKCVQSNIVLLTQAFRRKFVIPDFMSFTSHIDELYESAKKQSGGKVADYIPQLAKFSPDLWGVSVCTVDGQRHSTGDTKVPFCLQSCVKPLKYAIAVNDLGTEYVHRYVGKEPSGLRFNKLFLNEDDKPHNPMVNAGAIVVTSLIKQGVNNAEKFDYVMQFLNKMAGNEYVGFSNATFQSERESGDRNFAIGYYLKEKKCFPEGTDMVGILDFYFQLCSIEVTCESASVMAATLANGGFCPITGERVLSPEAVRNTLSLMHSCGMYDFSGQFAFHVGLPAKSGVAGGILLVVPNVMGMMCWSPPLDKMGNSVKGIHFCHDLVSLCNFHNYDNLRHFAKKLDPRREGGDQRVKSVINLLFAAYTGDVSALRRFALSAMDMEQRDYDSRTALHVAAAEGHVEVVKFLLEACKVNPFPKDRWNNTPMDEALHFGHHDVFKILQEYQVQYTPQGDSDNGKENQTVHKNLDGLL
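Coupled fluorescence readout: glutamate oxidase/HRP/Amplex Red detect glutamate formed by hKGA from L-glutamine (1 mM solution added). Buffer 45 mM KH2PO4 pH 8.2, 0.02% Tween-20; reads at t0 and 30 min RT.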
BLM helicase inh = Bloom syndrome helicase (human) inhibition. P54132. Potency, µM (series often up to 56.1 µM), for inactives: at the highest dose activity change, negative = inhibition, hits mostly inhibitors. recombinant BLM DNA unwinding, fluorescence dequenching. 350,000 compounds, 0.2% hits;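 note: plate controls were vehicle for no effect and no enzyme for full effect; nearly all actives have a fitted effect of over 35% in size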
Numbers without * were called inactive; i = inactive; ? = inconclusive; nt = not tested or not shown; [ ] = remark or other dose. Unless noted, calls come from the whole dose curve; as a rule, active = well fitted curve in the direction sought with a large enough effect; inconclusive = small, poorly fitted or top-dose-only effect, or another doubt; inactive = no such curve, though single readings can be large; an effect the other way counts as inactive or inconclusive. Potency is the fitted concentration of half-maximal effect.

SMILES	G9a inh	PGK inhibitor	Pin1 inh	JMJD2A Tudor inh	BAZ2B block	Pol iota inh	HP1b chromo inh	GLS inh	BLM helicase inh
Cc1nn(C)cc1S(=O)(=O)N1CCN(Cc2ccc(F)cc2Cl)CC1	11%	i	2%	-28%	3%	67%[activator]	-7%	-2%	-4%
COc1cc(/C=C2\CC/C(=C\c3cc(OC)c(O)c(OC)c3)C2=O)cc(OC)c1O	2.5µM*	-23%	126%[activator]	45µM*	50µM*	2.8µM*	?	14%	?
Cc1nn2c(N3CCN(C)CC3)c3c(nc2c1-c1ccccc1)CCCC3	nt	6%	2%	-11%	1%	-32%	36%	10%	3%
O=C(NCc1nc2ccccc2[nH]1)c1ccc(Cl)c(S(=O)(=O)N2CCCC2)c1	35µM*	3%	8%	-29%	-21%	-12%	18%	-13%	-5%
CCSc1nc(C)c(CC)c(C)c1C(N)=O	?	-2%	-7%	-12%	9%	8%	20%	6%	1%
CC1(C)NC(=O)N(CC(O)CN(c2cccc([N+](=O)[O-])c2)S(=O)(=O)c2ccccc2)C1=O (configuration not stated)	7%	-5%	2%	-10%	-6%	25%	3%	-2%	-3%
Cc1ccc(S(=O)(=O)C(CNC(=O)COc2ccccc2)c2ccco2)cc1 (configuration not stated)	-2%[59 µM]	-3%	-8%	-14%	-10%	-9%	21%	-12%	-1%
O=C(Nc1ccc2ccccc2c1)c1cn(-c2ccccc2)nc1-c1cccs1	14%[0.501 µM]	i	11%	-15%	3%	5%	9%	6%	-10%
O=C(C1=C[C@@H](C2CCCCC2)C[C@@H](OCc2ccc(CO)cc2)O1)N1CCOCC1	5%[12.7 µM]	-2%	2%	-6%	-16%	33%[activator]	91%[activator]	0%	-1%
Cc1cccc(C)c1NC(=O)c1ccc(-n2cnnn2)cc1	3%	i	-1%	-13%	8%	-8%	36%	-2%	-3%
CCCCc1nc2ccccc2c(=O)n1NC(=O)c1c(O)c2c(n(CC(C)C)c1=O)CCCC2	11%[59 µM]	i	-2%	1%	nt	12%	40%[activator]	-12%	-10%
CC1(C)C(c2cccs2)=[N+]([O-])C2(CCCCC2=O)N1O (configuration not stated)	nt	-10%	-1%	-1%	?	-8%	52%[activator]	2%	-21%
Cc1ccc(CNC(=O)CCCc2c[nH]c3ccccc23)cc1	-4%	-13%	-1%	?	-35%	20%	-17%	6%	-8%
CC1CCCN(C(=O)COC(=O)c2ccc3[nH]c4c(c3c2)CCCC4)C1 (configuration not stated)	?	7%	5%	-9%	50µM*	19%	-5%	16%	nt
CC1CCC(NC(=O)CN2CCC(n3nnc4cc(F)ccc43)CC2)CC1 (configuration not stated)	-4%[59 µM]	-1%	7%	-13%	-3%	15%	28%	-24%	-5%
CN(CC(=O)Nc1ccc(F)cc1)c1ccc(S(=O)(=O)N2CCCC2)cn1	5%	i	-2%	-7%	-17%	108%[activator]	18%	-15%	-1%
Cc1ccc(S(=O)(=O)N(CC(=O)Nc2cccc([N+](=O)[O-])c2)C2CCCCC2)cc1	53%[activator][0.501 µM]	1%	-2%	-16%	?	3%	-1%	3%	-9%
CC(=O)Nc1ccc(S(=O)(=O)NCCc2ccc(F)cc2)cc1	10%	1%	-7%	-13%	-3%[57.1 µM]	7%[58.9 µM]	19%	-5%	-3%
COc1ccc(NC(=O)CCN2CCCCCC2)c(OC)c1	?	nt	-1%	-17%	-3%	10%	10%	30%	4%
CC(C)c1onc(C(=O)Nc2ccc3c(c2)OCO3)c1[N+](=O)[O-]	?	-7%	0%	-27%	-25%	-9%	-4%	-3%	-5%
CC1(C)C(=O)Nc2ccccc2N1C(=O)COC(=O)c1cc(Cl)cc(Cl)c1	nt	-6%	-1%	-23%	nt	?	19%	-19%	nt
O=C(c1noc2c1CCCCC2)N1CCN(C(c2ccccc2)c2ccccc2)CC1	nt	-8%	-7%	-4%[11.4 µM]	nt	99%[activator]	46%[activator]	7%	nt
CCOC(=O)c1c(N)sc2c1CCSC2	50µM*	-2%	11%	-33%	?	19%	-10%	18%	-5%
Cc1ccc(C(=O)C(OC(=O)CN2C(=O)c3ccccc3C2=O)c2ccccc2)cc1C (configuration not stated)	14%[0.501 µM]	-6%	6%	-4%	2%	2%	36%	-3%	-8%
O=C(CCn1c(=O)sc2ccccc21)NC1=NCCS1	-5%[59 µM]	-1%	6%	?	-3%	18%	8%	0%	-7%

An excerpt from above in order of the JMJD2A Tudor inh value, high to low:
mol | JMJD2A Tudor inh
Cc1nn2c(N3CCN(C)CC3)c3c(nc2c1-c1ccccc1)CCCC3 | -11%
Cc1ccc(S(=O)(=O)C(CNC(=O)COc2ccccc2)c2ccco2)cc1 (configuration not stated) | -14%
COc1ccc(NC(=O)CCN2CCCCCC2)c(OC)c1 | -17%
CCOC(=O)c1c(N)sc2c1CCSC2 | -33%

Continuation:
SMILES	G9a inh	PGK inhibitor	Pin1 inh	JMJD2A Tudor inh	BAZ2B block	Pol iota inh	HP1b chromo inh	GLS inh	BLM helicase inh
COc1ccc(Cn2c(N)c(C#N)c3nc4ccccc4nc32)cc1	39%[59 µM]	-2%	?	14%	7%	20%	54%	-1%	-10%
N#CCC(=O)NNC(=S)Nc1ccccc1C(F)(F)F	-1%	-4%	6%	-13%	-18%	110%[activator]	0%	?	1%
Cc1cc(Br)ccc1NC(=O)c1sc2nc3n(c(=O)c2c1C)CCCC3	13µM*	-8%	?	79µM*	18µM*	73%[activator]	68%[activator]	-1%	-1%
CC(C)[N+]1=C2C=CC=CC=C2SC12C([N+](=O)[O-])=CC(=[N+]([O-])[O-])C=C2[N+](=O)[O-] (configuration not stated)	15%[12.7 µM]	-5%	-3%	-17%	?	32%	26%	0%	-1%
Oc1ccc(-c2cn3cc(C(F)(F)F)ccc3n2)cc1	-17%[59 µM]	-10%	-1%	-23%	-5%	-2%	6%	1%	-3%
COc1cccc(=O)c2c(C)n(-c3cc(C)cc(C)c3)c(C)c12	?	2%	14%	?	?	10%	-12%	-3%	-8%
Cc1ccc(S(=O)(=O)N(C)C)cc1NC(=O)c1ccc(OC(F)(F)F)cc1	-13%[59 µM]	-6%	-8%	-3%	1%	5%	-5%	4%	2%
CCN(C(=O)CCCCC(=O)N(CC)c1ccccc1)c1ccccc1	nt	-1%	3%	-9%	nt	7%	-2%	16%	nt
CC(Sc1nnc(Cc2ccc([N+](=O)[O-])cc2)o1)C(N)=O (configuration not stated)	-5%	-10%	0%	-29%	3%	26%	5%	11%	1%
COc1ccc(CCNc2nc(-c3sc(N)nc3C)cs2)cc1OC	?	i	33%[activator]	56µM*	50µM*	?	?	27%	-7%
O=C(COc1ccc(F)c(Cl)c1)c1ccc[nH]1	-34%	-4%	12%	-2%[11.4 µM]	-10%	?	-10%	-13%	-7%
COc1ccc(S(=O)(=O)N(CC(=O)NCc2cccnc2)Cc2ccccc2)cc1	nt	-2%	-1%	4%	-8%	41%[activator]	21%	0%	0%
CCCC(=O)Nc1c(-c2ccccc2Cl)c(=O)c2ccccc2n1C	1%	10%	4%	-2%	6%	-4%	22%	-12%	-2%
CCN(CC)CCNC(=O)c1cn(CC)c2ccc(S(=O)(=O)N(C)C)cc2c1=O	-3%	-5%	-1%	-12%	6%	-11%	32%	-1%	3%
C[C@@H](NC(=O)c1[nH]cnc1C(=O)Nc1cccc(Cl)c1)c1ccccc1	11%[0.501 µM]	-10%	2%	-18%	7%	21%	34%	5%	nt
O=C(CN1CCSC1=O)N1CCN(S(=O)(=O)c2ccc(F)cc2)CC1	4%	-5%	2%	-7%	7%	-3%	6%	7%	nt
CCOC(=O)c1ccc(Oc2nc(NC)nc(SC)n2)cc1	-6%[12.7 µM]	nt	0%	-7%	-2%	3%	29%	3%	-3%
O=C(COC(=O)/C=C/c1ccc(S(=O)(=O)N2CCOCC2)cc1)NCc1ccc(Cl)cc1	-4%[59 µM]	-8%	11%	-10%	-6%	-3%	46%[activator]	-6%	-6%
O=C1CC(NS(=O)(=O)c2cccnc2)CN1c1ccc(Cl)cc1 (configuration not stated)	-8%	-3%	0%	1%	9%	22%	26%	0%	nt
S=C(Nc1cccc(Cl)c1Cl)N1CCC2(CC1)OCCO2	-15%	-15%	-5%	-12%	-14%	69%[activator]	28%	2%	-2%
O=C(COc1ccc([N+](=O)[O-])cc1Cl)N(C1CCCCC1)C1CCS(=O)(=O)C1 (configuration not stated)	-32%	-5%	-12%	-12%	4%	8%	4%	10%	nt
O=C(Cc1cccc2ccccc12)NCC(=O)N1CCN(Cc2cccc(C(F)(F)F)c2)CC1	19%[12.7 µM]	i	-8%	-35%	-5%	12%	26%	-8%	nt
CCCn1nnc(NC(=S)NC(=O)c2ccccc2OC)n1	nt	-6%	3%	-17%	nt	22%	15%	22%	nt
COC(=O)c1ccc(Oc2c(C)oc3cc(OCc4cnn(-c5ccccc5)c4)ccc3c2=O)cc1	-13%[59 µM]	-4%	3%	-2%	5%	-3%	8%	5%	-3%
CCCCS(=O)(=O)N1CCC(C(=O)NCC2CCCO2)CC1 (configuration not stated)	nt	-12%	0%	-4%	18%	7%	18%	0%	2%
Cc1ccc(-n2nc3c(=O)n(CCCC(=O)NCCc4ccccc4Cl)nc(C)c3c2C)cc1	-28%[59 µM]	-8%	?	-22%	-14%	26%	34%	0%	-1%
CC1=C(C(=O)Nc2ccccc2)C(c2ccc(Br)cc2)n2nc(CCCO)nc2N1 (configuration not stated)	-8%[59 µM]	-2%	0%	9%	4%	40%[activator]	31%	8%	-3%
Cc1nc(C)c(CCNS(=O)(=O)c2ccc(F)cc2)s1	9%[59 µM]	2%	-9%	-6%	4%	4%	11%[57 µM]	-9%	-3%

Look-ups from above:
For GLS inh, O=C(c1noc2c1CCCCC2)N1CCN(C(c2ccccc2)c2ccccc2)CC1 has the entry 7%
For BLM helicase inh, Cc1ccc(S(=O)(=O)C(CNC(=O)COc2ccccc2)c2ccco2)cc1 (configuration not stated) has the entry -1%

Screens deposited in PubChem by National Center for Advancing Translational Sciences (NCATS).

Not all compounds are listed; the hit share may differ from the screen's.
